SIRT5 inh: sirtuin-5 (human) deacylase inhibition. Purified SirT5, succinyl-peptide AMC, trypsin-coupled fluorescence. AID 652115. Q9NXA8. inhibition, % at 15 µM. 1.1% of 330,000 active; in the data active = inhibition above about 15%; inconclusive = no clear call, values can overlap the other calls
Target sequence (Q9NXA8 whole entry, looked up): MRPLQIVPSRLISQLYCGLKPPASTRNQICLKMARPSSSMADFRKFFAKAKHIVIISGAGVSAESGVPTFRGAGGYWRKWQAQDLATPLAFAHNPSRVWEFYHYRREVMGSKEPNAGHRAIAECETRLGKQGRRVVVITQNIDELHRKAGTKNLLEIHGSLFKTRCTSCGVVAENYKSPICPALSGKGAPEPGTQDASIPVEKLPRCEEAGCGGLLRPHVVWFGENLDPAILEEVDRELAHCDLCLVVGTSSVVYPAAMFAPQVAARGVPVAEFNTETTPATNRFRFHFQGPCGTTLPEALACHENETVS
ERAP1 HTS inh: ERAP1 (human) enzyme inhibition; recombinant ERAP1, Leu-AMC fluorescence, 60 min; inhibition, % at 10.7 µM; 0.15% of 340,000 active; AID 652197;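 active = mean replicate inhibition of at least 30%, or all replicates individually reaching that 30% level; inactive = mean below 30% and not every replicate reaching it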;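 note: 0% = neutral control wells and 100% = L-leucinethiol positive control wells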
F508del corr: correctors of CFTR F508del function in bronchial epithelial cells. AID 720511. 0.36% of 350,000 active. activity (quench increase), % at 7.58 µM. CFBE cells, YFP halide quenching; stimulated with forskolin plus potentiator P3; % fluorescence drop versus neutral controls;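 active = mean added fluorescence quench of at least 8% versus neutral control, with both replicates also reaching 8%; inconclusive = only one of the mean or replicate conditions met; inactive = mean below 8% and not both replicates reaching 8%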;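 note: cells transiently co-express mutant CFTR-F508del with the halide-sensitive YFP; corrector assay measuring rescue of mutant channel to the surface after 24 h compound exposure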
Casp6 inh: blocks human caspase-6 cleavage activity | P55212 | purified caspase-6, Z-VEID-R110 cleavage fluorescence | inhibition, % at 12.5 µM | 0.53% of 350,000 active | AID 686996;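 active = mean inhibition across replicates at least about 35%, with every replicate also reaching that limit, limit read from the data; inconclusive = only one of the two criteria met; inactive = neither criterion met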;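 note: 0% = median of neutral control wells and 100% = no fluorescence left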
Target sequence (P55212 24-179 limits assumed): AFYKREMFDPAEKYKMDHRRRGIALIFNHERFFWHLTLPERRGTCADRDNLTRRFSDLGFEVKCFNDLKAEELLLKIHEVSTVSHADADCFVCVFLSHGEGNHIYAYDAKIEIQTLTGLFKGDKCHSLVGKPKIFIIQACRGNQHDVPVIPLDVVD
Target sequence (P55212 194-293 limits assumed): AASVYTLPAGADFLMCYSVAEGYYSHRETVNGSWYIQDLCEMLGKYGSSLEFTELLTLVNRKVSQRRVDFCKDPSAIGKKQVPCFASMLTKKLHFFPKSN
ERp5 inh: blocks human ERp5 reductase activity on insulin; Q15084; ERp5 insulin aggregation, absorbance 650 nm, 90 min; inhibition, % at 9.99 µM; 0.05% of 350,000 active;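 active = mean replicate inhibition above about 25%, with every replicate also reaching it, limit read from the data, passing the limit was not always enough; inconclusive = only one of those two criteria met; inactive = neither criterion met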
Target sequence (Q15084 whole entry, looked up): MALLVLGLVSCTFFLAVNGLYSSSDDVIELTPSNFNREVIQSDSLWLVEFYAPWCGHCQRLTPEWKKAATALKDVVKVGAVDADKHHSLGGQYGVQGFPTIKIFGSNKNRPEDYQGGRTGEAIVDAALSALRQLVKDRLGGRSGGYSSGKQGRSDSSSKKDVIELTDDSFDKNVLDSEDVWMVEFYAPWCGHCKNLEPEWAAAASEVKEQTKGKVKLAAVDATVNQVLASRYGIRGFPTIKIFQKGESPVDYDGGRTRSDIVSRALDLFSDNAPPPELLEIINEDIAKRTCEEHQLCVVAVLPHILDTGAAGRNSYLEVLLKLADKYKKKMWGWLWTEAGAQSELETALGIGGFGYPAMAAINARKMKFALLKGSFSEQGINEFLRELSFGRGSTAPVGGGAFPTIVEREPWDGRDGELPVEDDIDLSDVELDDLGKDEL
DENV2 CPE: protects cells from dengue virus 2 cytopathic effect. CPE inhibition, % at 9.99 µM. 1.7% of 350,000 active. DENV2-infected cells, cytopathic effect rescue, plate reader; in the data active = CPE inhibition above about 20%, passing the limit was not always enough; inconclusive = no clear call, values can overlap the other calls; tested in BHK-21 cells;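 note: 0% = median of neutral control wells and 100% = median of positive control wells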
miR122 inh: inhibitors of miR-122 in Huh7 cells | Huh7 miR-122 Renilla luciferase sensor, 48 h; neutral wells = 0, positive control = 100 | 0.3% of 340,000 active | activation (reporter increase), % at 12.5 µM;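 active = mean replicate activation score at least 90 and every replicate individually at or above 90; inconclusive = only one of the two criteria met; inactive = neither criterion met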;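 note: higher luciferase means less miR-122 activity so hits act as miR-122 inhibitors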
An asterisk follows results filed as active; ? = inconclusive; . = no result given; & = joins results of further samples; [ ] = dose if it differs, or a comment. Random draw from the library; about 4% have a hit in one of these screens.

The opening 12 entries (preview)
SMILES	SIRT5 inh	ERAP1 HTS inh	F508del corr	Casp6 inh	ERp5 inh	DENV2 CPE	miR122 inh
C=CCn1c(C)cc(C(=O)COC(=O)c2n[nH]c(=O)c3ccccc23)c1C	2	-3	-2.8	-1	0	-10	-6
C[C@H](CO)N1C[C@H](C)[C@H](CN(C)Cc2ccc(Oc3ccccc3)cc2)Oc2ccc(NC(=O)CCCN(C)C)cc2CC1=O	-6	0	1.5	-10	-3	-10	-8[16.7 µM]
O=c1[nH]oc2cc(Cl)ccc12	0	.	0.2	-2	0	1	.
Cn1cc(Cl)c(C(=O)Nc2nccs2)n1	-3	-6	4.6	1	4	-6	-13
Cc1cc(C=O)c(C)c2c1[nH]c1ccccc12	2	-2	-2.2	-3	6	-6	.
C[C@@H]1CN([C@@H](C)CO)C(=O)CCCn2nncc2CO[C@H]1CN(C)C(=O)c1ccccc1	-8&-4&-1	7&2&0	1.3&0.6&-1.8	1&-1&4	0&5&9	?	9
O=C(NCC[C@H]1CC[C@H](NC(=O)Nc2cc(F)ccc2F)[C@H](CO)O1)Nc1ccc(Cl)cc1	-1	1	-3.1	-1	5	-5	.
CCCCc1ncc(CN2CCC(n3nccc3NC(=O)c3ccccc3OC)CC2)[nH]1	-4	-2	2.6	-12	0	17	-2
CCOc1ccc(S(=O)(=O)N(C)c2ccc(OCC(=O)Nc3nccs3)cc2)cc1	0	9	0.6	-6	4	0	.
COc1ccc(S(=O)(=O)N(C)C[C@@H]2Oc3cc(C#CC4CC4)ccc3S(=O)(=O)N([C@@H](C)CO)C[C@H]2C)cc1	13	2	1.1	2	0	-3	12[16.7 µM]
CC1(C)C(=O)Nc2ccccc2N1C(=O)COC(=O)c1cc(Cl)cc(Cl)c1	-6	1	-6.6	0	0	-2	-5
CO[C@@H]1CN(C)C(=O)c2cc(NC(=O)c3ccc(Oc4ccccc4)cc3)ccc2OC[C@@H](C)N(C(C)=O)C[C@H]1C	1	0	-3.4	1	-1	-2	.

This part in full, previewed entries included:
SMILES	SIRT5 inh	ERAP1 HTS inh	F508del corr	Casp6 inh	ERp5 inh	DENV2 CPE	miR122 inh
C=CCn1c(C)cc(C(=O)COC(=O)c2n[nH]c(=O)c3ccccc23)c1C	2	-3	-2.8	-1	0	-10	-6
C[C@H](CO)N1C[C@H](C)[C@H](CN(C)Cc2ccc(Oc3ccccc3)cc2)Oc2ccc(NC(=O)CCCN(C)C)cc2CC1=O	-6	0	1.5	-10	-3	-10	-8[16.7 µM]
O=c1[nH]oc2cc(Cl)ccc12	0	.	0.2	-2	0	1	.
Cn1cc(Cl)c(C(=O)Nc2nccs2)n1	-3	-6	4.6	1	4	-6	-13
Cc1cc(C=O)c(C)c2c1[nH]c1ccccc12	2	-2	-2.2	-3	6	-6	.
C[C@@H]1CN([C@@H](C)CO)C(=O)CCCn2nncc2CO[C@H]1CN(C)C(=O)c1ccccc1	-8&-4&-1	7&2&0	1.3&0.6&-1.8	1&-1&4	0&5&9	?	9
O=C(NCC[C@H]1CC[C@H](NC(=O)Nc2cc(F)ccc2F)[C@H](CO)O1)Nc1ccc(Cl)cc1	-1	1	-3.1	-1	5	-5	.
CCCCc1ncc(CN2CCC(n3nccc3NC(=O)c3ccccc3OC)CC2)[nH]1	-4	-2	2.6	-12	0	17	-2
CCOc1ccc(S(=O)(=O)N(C)c2ccc(OCC(=O)Nc3nccs3)cc2)cc1	0	9	0.6	-6	4	0	.
COc1ccc(S(=O)(=O)N(C)C[C@@H]2Oc3cc(C#CC4CC4)ccc3S(=O)(=O)N([C@@H](C)CO)C[C@H]2C)cc1	13	2	1.1	2	0	-3	12[16.7 µM]
CC1(C)C(=O)Nc2ccccc2N1C(=O)COC(=O)c1cc(Cl)cc(Cl)c1	-6	1	-6.6	0	0	-2	-5
CO[C@@H]1CN(C)C(=O)c2cc(NC(=O)c3ccc(Oc4ccccc4)cc3)ccc2OC[C@@H](C)N(C(C)=O)C[C@H]1C	1	0	-3.4	1	-1	-2	.
CO[C@H]1CN(C)C(=O)c2cc(NS(=O)(=O)c3ccccc3)ccc2OC[C@@H](C)N(Cc2cccnc2)C[C@@H]1C	-1	0	-0.2	-2	4	0	.
COc1cc(C(C(=O)NCc2ccccc2)N(Cc2ccco2)C(=O)c2cnccn2)cc(OC)c1OC (configuration not stated)	-3	5	5.3	2	2	-6	.
COc1ccc(CCn2c(=N)c(C(=O)NC3CCCC3)cc3c(=O)n4ccccc4nc32)cc1OC	-1	3	-1.0	-2	4	5	.
CC(C)CC(=O)Nc1ccc(C(=O)COC(=O)Cc2n[nH]c(=O)c3ccccc23)cc1	-9	-1	1.0	6	3	5	.
COc1cc2ncnc(NCc3ccccc3Cl)c2cc1OC	-1	-1	5.8	2	2	.	.
CCn1nnc2cc(C(=O)Nc3cc(Cl)ccc3C)ccc21	9	1	0.1	3	-4	3	-9
CC(C)NC(=O)N(C)C[C@H]1OCCCC[C@H](C)Oc2ccc(NC(=O)Nc3ccc(C(F)(F)F)cc3)cc2C(=O)N([C@H](C)CO)C[C@@H]1C	0	0	4.4	1	6	?	-7[16.7 µM]
Cc1ccc(OCc2csc(N)n2)cc1	.	-5	-1.0	0	0	-8	.
O=C(COC(=O)COc1cccc(C(F)(F)F)c1)Nc1ccc(N2CCOCC2)cc1	-1	2	-3.7	0	3	8	-3
O=C(NCc1ccccc1)C(c1ccncc1)N(C(=O)c1csnn1)c1ccccc1F (configuration not stated)	-1	-1	0.1	-1	1	-3	-1
COc1ccc2c3c(n(C)c2c1)[C@H](CO)N(C(=O)c1ccc(F)cc1)CC31CN(CC2CC2)C1	3	-5	-0.9	0	3	-3	.
O=C(CN(Cc1ccc(F)cc1)C(=O)c1csnn1)NCc1ccccc1	-2	-1	-0.7	1	1	-1	.
COc1ccc(CCNC(=O)CSc2nnc3c(n2)[nH]c2ccc(F)cc23)cc1OC	-1	-2	-2.3	-1	0	-2	.
CC(OC(=O)CNC(=O)c1ccc(Cl)c([N+](=O)[O-])c1)C(=O)NC1CCCCC1C (configuration not stated)	-2	3	4.4	5	-8	0	7
CCN1CCN(CCCNC(=O)c2ccc3c(c2)NC(=O)/C(=C\c2cccc(C)c2)S3)CC1	-3	0	3.5	-82	-6	2	3
NC1=NC[C@@H](Cc2ccc(O)cc2)N1CC1CCCCC1	-1	3	-2.4	-5	-3	3	-4
O=C(Nc1ccc(C(=O)N2CCN(c3ccccc3F)CC2)cc1)C1=CSCCO1	1	-2	-4.1	8	.	3	.
COc1ccc(/C=N/NC(=O)c2ccncc2)cc1CN1CCCc2ccccc21	5	-3	0.0	.	-4	-1	3
NC(=O)C1CCN(c2nc(-c3ccccc3F)cs2)CC1	.	-1	-1.8	.	3	2	5
CCOC(=O)c1c(C)[nH]c(C)c1S(=O)(=O)NCc1ccc(OCC)cc1	-3	-2	-3.1	-2	0	-2	.
Cc1ccc(-c2cnc3c(c2)C(=O)N([C@@H](C)CO)C[C@H](C)[C@H](CN(C)C(=O)Cc2ccccc2)O3)cc1	0	0	0.2	3	3	0	0[16.7 µM]
O=C(C[C@@H]1CC[C@H]2[C@@H](COC[C@@H](O)CN2S(=O)(=O)c2cccc(Cl)c2)O1)N1CCOCC1	-2	-1	-0.7	1	-7	24*	-1[16.7 µM]
CCOC(=O)c1cc2c(c(CCO)n1)[C@@H](CCO)N(S(=O)(=O)C(C)(C)C)C2	-2	0	1.1	3	-2	-9	-1
COc1ccc(N2CCN(C(=O)Cc3coc4cc(C)ccc34)CC2)cc1	-2	-1	-1.4	-1	3	12	.
COc1ccccc1NC(=O)C1CC(C(C)C)OC1=O (configuration not stated)	-4	0	-0.4	-1	0	10	2
C/C(=N\NC(=O)C1(C)CC1(Br)Br)c1cccc(NC(=O)c2ccc(C)o2)c1 (configuration not stated)	1	2	-1.3	6	1	0	0
CCNC(=O)[C@@H]1[C@@H](CO)[C@@H]2Cn3c(ccc(-c4cccnc4)c3=O)[C@@H]2N1Cc1ccccc1	0	0	-2.2	-2	7	-1	-3[16.7 µM]
C[C@H](CO)N1C[C@H](C)[C@@H](CN(C)S(=O)(=O)c2ccc(Cl)cc2)Oc2c(NS(=O)(=O)c3cn(C)cn3)cccc2C1=O	1	-2	-0.6	-1	-3	-7	-1[16.7 µM]
CC(C)(C)NCC(O)COc1cccc2[nH]c(=O)[nH]c12 (configuration not stated)	-4	-1	3.7	1	-3	-9	1
CCC(Sc1nc(C)cc(C)n1)C(=O)Nc1ccc(S(N)(=O)=O)cc1 (configuration not stated)	3	1	-0.4	0	-2	14	2
CCCn1c(SCC(=O)NC(=O)NC(C)(C)C)n[nH]c1=O	0	-7	6.7	.	?	-2	.
COC(=O)C[C@H]1CC[C@@H]2[C@H](COC[C@H](O)CN2S(=O)(=O)c2ccccc2C)O1	1	2	-1.6	-1	1	17	-7[16.7 µM]
C=C(C)C(=O)Nc1cccc(C2=NOC3(C2)C[C@@H](C(N)=O)N(C(=O)C(=C)C)C3)c1 (some centres not stated)	.	-2	-0.4	38*	2	14	0
CN(Cc1ccc(F)cc1)Cc1nc(CCc2ccccc2)no1	0	-3	-2.4	5	-3	5	.
Cc1ccc2nc(C(=O)N3CCc4c([nH]c5ccccc45)C3c3ccccn3)cn2c1 (configuration not stated)	-2	2	2.8	2	4	4	8
COC(=O)C(C)n1cnc2c(nnn2-c2ccc(C)cc2)c1=O (configuration not stated)	-5	-4	5.3	0	7	2	-7
CO[C@@H]1CN(C)C(=O)c2ccc(NC(=O)c3nc4ccccc4s3)cc2OC[C@H](C)N(Cc2ccncc2)C[C@@H]1C	-1	-1	1.4	-1	5	-3	.
COc1ccc(CCC(=O)NCC(=O)OCc2ccccc2)cc1	-3	2	.	0	2	5	-7
Cc1nnc2nc(-c3ccccc3)nc(-c3ccccc3)n12	-4	0	-0.6	1	1	11	-13
Cc1noc(C)c1NC(=O)N(C)C[C@@H]1Oc2c(NC(=O)C3CC3)cccc2C(=O)N([C@H](C)CO)C[C@@H]1C	1	0	-0.3	-4	5	1	-4[16.7 µM]
Cc1cc(C)nc(-n2cc(C(=O)c3cc(F)ccc3O)cn2)n1	-1	1	.	1	0	-2	18
O=C(COc1cccnc1[N+](=O)[O-])N1CCC(Cc2ccccc2)CC1	0	1	5.1	-3	1	4	-2
C=CC[C@@H](CC(=O)NCCO)C(=O)N[C@H](C)COC(=O)[C@@H](CC=C)CC(=O)OC(C)(C)C	.	.	3.8	-3	-5	7	-14
CC(C)NC(=O)Nc1ccc2c(c1)C(=O)N(C)[C@H]1CC[C@@H](CC(=O)NCC3CCCCC3)O[C@H]1CO2	1	6	-1.2	3	5	35*	23[16.7 µM]
O=C1C(Cl)=C(Nc2ccc(F)cc2)C(=O)N1CCc1ccccc1	-4	0	0.6	-3	5	-3	.
COc1cc(-c2nnc(COC(=O)CSCC(=O)Nc3cc(C)on3)o2)cc(OC)c1OC	2	-3	1.4	2	-1	1	-2
COc1cccc(C(NC(C)=O)c2nc(-c3ccc(F)cc3OC)cs2)c1 (configuration not stated)	.	1	2.1	0	-3	2	8
COc1cc(/C=C2/C(=O)NN(c3cccc(Cl)c3)C2=O)cc(Br)c1O	9	4	3.2	6	1	1	.

(next part)
SMILES	SIRT5 inh	ERAP1 HTS inh	F508del corr	Casp6 inh	ERp5 inh	DENV2 CPE	miR122 inh
CCCC#Cc1cnc2c(c1)C(=O)N([C@@H](C)CO)C[C@H](C)[C@@H](CN(C)Cc1ccccc1)O2	-3	-1	0.2	-1	-2	-7	-3[16.7 µM]
O=C(C[C@H]1CC[C@@H]2[C@H](COC[C@H](O)CN2C(=O)c2cccnc2)O1)NC1Cc2ccccc2C1	0	-1	-4.4	3	-3	-1	2[16.7 µM]
CC(=O)c1c(O)c2ccccc2n(Cc2ccccc2)c1=O	-1	0	0.2	-3	3	1	7
O=C(Nc1ccc(C(F)(F)F)cc1)c1ccc2ncsc2c1	-3	3	3.5	10	3	-2	9
O=C(NCC(c1ccco1)N1CCCCC1)c1cc2c(s1)CCCC2 (configuration not stated)	2	0	1.9	7	-2	6	4
O=C(CCNC(=O)c1ccc(Br)cc1)Nc1nccs1	-2	-1	4.1	.	6	0	.
